# NFkB SMM – binders of human NF-kappa-B p105 | Small molecule microarray, anti-His fluorescence binding | 17,000 compounds, 1.3% hits | P19838 | AID 624139 | calls only;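 active = spot fluorescence over background significantly raised, with a chance value under 7% in all four replicate spots of the compound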;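 also: probe protein is his-tagged human p50 processed subunit at 1 µg/ml; raw spot fluorescence signals with no normalization applied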
# Target sequence (P19838 1-433 limits assumed): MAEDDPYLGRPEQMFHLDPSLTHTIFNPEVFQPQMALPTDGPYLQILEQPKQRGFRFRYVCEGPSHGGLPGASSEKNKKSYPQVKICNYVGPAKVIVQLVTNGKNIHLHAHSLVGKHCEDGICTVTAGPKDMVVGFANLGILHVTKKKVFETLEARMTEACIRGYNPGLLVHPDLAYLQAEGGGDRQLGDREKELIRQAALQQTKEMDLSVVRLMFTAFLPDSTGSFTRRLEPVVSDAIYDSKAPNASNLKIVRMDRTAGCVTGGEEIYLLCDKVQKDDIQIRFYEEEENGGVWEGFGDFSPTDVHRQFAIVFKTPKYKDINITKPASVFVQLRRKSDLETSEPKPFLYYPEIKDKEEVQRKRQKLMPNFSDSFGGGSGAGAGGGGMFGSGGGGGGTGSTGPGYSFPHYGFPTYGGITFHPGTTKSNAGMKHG
# Calls only; i = inactive. This is a subset. The share of hits here may be higher or lower than overall.
SMILES,NFkB SMM
Cc1noc(C)c1S(=O)(=O)Nc1ccc2c(c1)C(=O)N([C@H](C)CO)C[C@@H](C)[C@@H](CN(C)C(=O)Nc1ccc3c(c1)OCO3)O2,i
C[C@H](CO)N1C[C@H](C)[C@H](CN(C)Cc2ccc(Cl)c(Cl)c2)Oc2c(NS(=O)(=O)c3cn(C)cn3)cccc2C1=O,i
C[C@H]1CN([C@@H](C)CO)C(=O)Cc2cc(NC(=O)NC3CCCCC3)ccc2O[C@@H]1CN(C)Cc1ccccc1,i
C[C@@H]1CN([C@H](C)CO)C(=O)Cc2cc(NC(=O)C3CC3)ccc2O[C@@H]1CN(C)S(=O)(=O)c1cccs1,i
C[C@H]1CCCCO[C@H](CN(C)S(=O)(=O)c2cccs2)[C@@H](C)CN([C@@H](C)CO)C(=O)c2cc(NC(=O)Nc3cccc4ccccc34)ccc2O1,i
O=C(NCc1cccnc1)c1ccc(-c2ccccc2[N+](=O)[O-])o1,i
COC(=O)C(NC(=O)c1ccccc1)(c1c(C)[nH]n(-c2ccccc2)c1=O)C(F)(F)F (configuration not stated),i
COc1ccc(S(=O)(=O)N(C)C[C@@H]2Oc3ccc(NS(=O)(=O)c4cn(C)cn4)cc3CC(=O)N([C@@H](C)CO)C[C@@H]2C)cc1,i
COc1ccc(S(=O)(=O)Nc2ccc3c(c2)CC(=O)N([C@@H](C)CO)C[C@H](C)[C@H](CN(C)S(=O)(=O)c2cn(C)cn2)O3)cc1,i
C[C@@H]1CCCCO[C@@H](CN(C)C(=O)Nc2ccccc2)[C@@H](C)CN([C@@H](C)CO)C(=O)c2cc(NC(=O)Nc3ccccc3)ccc2O1,i
C[C@H]1CN([C@@H](C)CO)C(=O)CCCn2nncc2CO[C@H]1CN(C)Cc1ccncc1,i
Cc1noc(C)c1NC(=O)Nc1ccc2c(c1)C(=O)N([C@@H](C)CO)C[C@@H](C)[C@@H](CN(C)C(=O)C1CCCCC1)OCCCC[C@@H](C)O2,i
C[C@@H]1CN([C@H](C)CO)C(=O)c2cc(NS(C)(=O)=O)ccc2O[C@@H](C)CCCCO[C@@H]1CN(C)Cc1ccncc1,i
O=C(O)CCC(=O)Nc1ccc(F)cc1,i
C[C@@H]1CN([C@H](C)CO)C(=O)CCCn2cc(nn2)CO[C@H]1CN(C)S(=O)(=O)c1ccc2c(c1)OCCCO2,i
COc1ccc(OC)c(-c2nc(C)sc2CC(=O)O)c1,i
C[C@@H]1CCCCO[C@H](CN(C)C(=O)CCCN(C)C)[C@@H](C)CN([C@H](C)CO)C(=O)c2cc(NC(=O)CCCN(C)C)ccc2O1,i
C[C@@H]1CN([C@H](C)CO)C(=O)c2cc(NC(=O)Nc3ccc4c(c3)OCO4)ccc2O[C@H]1CN(C)C(=O)Nc1ccc(F)cc1,i
COc1ccc(S(=O)(=O)N(C)C[C@H]2Oc3c(NS(=O)(=O)c4cn(C)cn4)cccc3C(=O)N([C@H](C)CO)C[C@@H]2C)cc1,i
CC12N=C3SCc4ccccc4CN3[C@H](c3ccccc3O1)[C@H]2CO,i
C[C@H]1CCCCO[C@@H](CN(C)C)[C@@H](C)CN([C@@H](C)CO)C(=O)c2cc(NC(=O)Nc3ccc(C(F)(F)F)cc3)ccc2O1,i
C[C@H]1CN([C@@H](C)CO)C(=O)CCCn2nncc2CO[C@H]1CN(C)Cc1ccc(C(F)(F)F)cc1,i
COc1ccc(NC(=S)N2CCN(Cc3c(C)nn(C)c3C)CC2)cc1OC,i
N#Cc1ccccc1CSc1ncn[nH]1,i
C/C(=C/COc1c(OC2OC(CO)C(O)C(O)C2O)ccc2ccc(=O)oc12)CO (configuration not stated),i
COc1cc(-c2cc(=O)c3c(O)c(OC)c(OC)c(O)c3o2)ccc1O,i
C[C@H](CO)N1C[C@H](C)[C@H](CN(C)C(=O)C2CCCCC2)OCCCC[C@H](C)Oc2ccc(NC(=O)c3ccncc3)cc2C1=O,i
C[C@H]1CN([C@@H](C)CO)C(=O)Cc2cc(NC(=O)C3CC3)ccc2O[C@@H]1CN(C)Cc1ccc2c(c1)OCO2,i
O=C(CSC1CC(=O)N(c2ccc(Cl)cc2)C1=O)Nc1ccc(Cl)cc1 (configuration not stated),i
CCSc1nc2ccccc2n1Cc1nc(N)nc(N(C)C)n1,i
C[C@@H]1CN([C@@H](C)CO)C(=O)c2cc(NC(=O)c3ccncc3)ccc2O[C@@H](C)CCCCO[C@H]1CN(C)C(=O)CCCN(C)C,i
CC(C)NC(=O)N(C)C[C@H]1Oc2ccc(NC(=O)C3CC3)cc2C(=O)N([C@H](C)CO)C[C@@H]1C,i
O=C(Cn1c(=O)oc2ccccc21)Nc1sc2c(c1C(=O)O)CCCC2,i
Cc1noc(C)c1NC(=O)N(C)C[C@H]1Oc2c(NC(=O)NC3CCCCC3)cccc2C(=O)N([C@H](C)CO)C[C@@H]1C,i
COc1ccc(CN(C)C[C@@H]2Oc3c(NC(=O)NC(C)C)cccc3C(=O)N([C@@H](C)CO)C[C@@H]2C)cc1,i
COc1cc(OC)c(O[C@@H]2O[C@H](COC(=O)c3cc(O)c(O)c(O)c3)[C@@H](O)[C@H](O)[C@H]2O)c(OC)c1,i
C[C@@H]1CCCCO[C@@H](CN(C)C(=O)CCCN(C)C)[C@H](C)CN([C@H](C)CO)C(=O)c2cc(NC(=O)CCCN(C)C)ccc2O1,i
C[C@H]1CCCCO[C@H](CN(C)C(=O)CCCN(C)C)[C@@H](C)CN([C@@H](C)CO)C(=O)c2cc(N(C)C)ccc2O1,i
C[C@H](CO)N1C[C@H](C)[C@@H](CN(C)Cc2ccc(Cl)c(Cl)c2)Oc2ccc(NC(=O)Cn3cnnn3)cc2C1=O,i
O=C(O)c1ccccc1Nc1ccccc1,i

# The closing 5 entries of the part before come first, to join the parts.
SMILES,NFkB SMM
COc1cc(OC)c(O[C@@H]2O[C@H](COC(=O)c3cc(O)c(O)c(O)c3)[C@@H](O)[C@H](O)[C@H]2O)c(OC)c1,i
C[C@@H]1CCCCO[C@@H](CN(C)C(=O)CCCN(C)C)[C@H](C)CN([C@H](C)CO)C(=O)c2cc(NC(=O)CCCN(C)C)ccc2O1,i
C[C@H]1CCCCO[C@H](CN(C)C(=O)CCCN(C)C)[C@@H](C)CN([C@@H](C)CO)C(=O)c2cc(N(C)C)ccc2O1,i
C[C@H](CO)N1C[C@H](C)[C@@H](CN(C)Cc2ccc(Cl)c(Cl)c2)Oc2ccc(NC(=O)Cn3cnnn3)cc2C1=O,i
O=C(O)c1ccccc1Nc1ccccc1,i
COc1cccc(OCc2nc(-c3ccccc3)no2)c1,i
CC(=O)Nc1ccccc1NC(=O)CN(C)S(=O)(=O)c1ccc(C)cc1,i
CCOC(=O)c1c(C)n(C)c2ccc(OCC(N)=O)cc12,i
CC(C)(C)OC(=O)CC[C@]12N=C(c3ccc(OCCCO)cc3)O[C@H]1c1ccccc1CN(Cc1ccccc1)C2=O,i
CNC[C@@H]1Oc2c(NC(=O)Nc3ccccc3)cccc2C(=O)N([C@@H](C)CO)C[C@@H]1C,i
Cc1noc(C)c1NC(=O)N(C)C[C@H]1Oc2ccc(NC(=O)CCCN(C)C)cc2CC(=O)N([C@@H](C)CO)C[C@@H]1C,i
Cc1cccc(C(=O)NCc2n[nH]c(=S)n2-c2ccccc2)c1,i
CC(C)(C)[C@H]1C=C(C(=O)Nc2ccccc2)O[C@@H](OCc2ccc(CO)cc2)C1,i
COc1ccc(OC)c(NC(=O)C2=C(C)NC(=S)NC2c2ccc(OC)cc2OC)c1 (configuration not stated),i
COc1ccc(-c2coc3cc(OC(C)=O)cc(OC(C)=O)c3c2=O)cc1,i
Cn1ccnc1SCC(=O)Nc1ccc2c(c1)COC2=O,i
C[C@H]1CN([C@@H](C)CO)C(=O)Cc2cc(NC(=O)Nc3ccc(F)cc3)ccc2O[C@H]1CN(C)S(=O)(=O)c1cccs1,i
CCOC(=O)c1c(C)n(C)c2ccc(OC(=O)CN3C(=O)c4ccccc4C3=O)cc12,i
C[C@@H]1CCCCO[C@@H](CN(C)C(=O)c2ccccc2)[C@@H](C)CN([C@@H](C)CO)C(=O)c2cc(NC(=O)Nc3ccc4c(c3)OCO4)ccc2O1,i
C[C@H]1CN([C@@H](C)CO)C(=O)c2cc(NS(C)(=O)=O)ccc2O[C@H]1CN(C)C(=O)Nc1ccc2c(c1)OCO2,i
CCCC1=C(C(=O)OCC)C(c2cccnc2)n2nc(C)nc2N1 (configuration not stated),i
C[C@H]1CN([C@@H](C)CO)C(=O)c2cc(NC(=O)c3ccncc3)ccc2O[C@@H]1CN(C)C(=O)NC1CCCCC1,i
Cc1noc(C)c1S(=O)(=O)N(C)C[C@@H]1Oc2ccc(NC(=O)C3CCCCC3)cc2CC(=O)N([C@@H](C)CO)C[C@H]1C,i
CO[C@]12C[C@@H](COC(=O)c3cncc(Br)c3)CN(C)[C@@H]1Cc1cn(C)c3cccc2c13,i
CNC[C@H]1OCCCC[C@H](C)Oc2ccc(NC(=O)Nc3ccccc3)cc2C(=O)N([C@H](C)CO)C[C@@H]1C,i
CCN(CC)c1ccc(/C=N/NC(=O)c2ccc(O)cc2)cc1,i
C[C@@H]1O[C@@H](OCC2OC(OC3C(OC4C(Oc5c(-c6ccc(O)c(O)c6)oc6cc(O)cc(O)c6c5=O)OC(CO)C(O)C4O)OC(CO)C(O)C3O)C(O)C(O)C2O)[C@H](O)[C@H](O)[C@H]1O (some centres not stated),i
C[C@H]1CN([C@@H](C)CO)C(=O)CCCn2cc(nn2)CO[C@H]1CN(C)C(=O)Cc1ccccc1,i
C[C@@H]1CN([C@H](C)CO)C(=O)Cc2cc(NC(=O)c3ccncc3)ccc2O[C@@H]1CN(C)C(=O)Nc1ccccc1,i
COc1ccc(-c2nc(C(=O)N3CCN(C)CC3)sc2-c2ccc(OC)cc2)cc1,i
O=C1O[C@@H](c2ccccc2)[C@@H](c2ccccc2)N2[C@@H](c3ccc(OCCO)cc3)[C@]3(C(=O)Nc4ccc(C#CCCO)cc43)[C@@H](C(=O)O)[C@H]12,i
COc1ccc(CNc2nc3ccccc3n2C)c(O)c1,i
C[C@H](CO)N1C[C@H](C)[C@@H](CN(C)C(=O)Nc2ccc(F)cc2)Oc2ccc(NS(C)(=O)=O)cc2C1=O,i
O=C(CSc1nc2ccccc2s1)c1cc2ccccc2o1,i
COC(=O)C[C@H]1O[C@@]2(C[C@@H]1[Si](C)(C)C)C(=O)N(C)c1ccccc12,i
C[C@@H]1CCCCO[C@@H](CN(C)C(=O)Nc2ccccc2)[C@@H](C)CN([C@H](C)CO)C(=O)c2cc(NS(C)(=O)=O)ccc2O1,i
O=S(=O)(NCc1nc(-c2ccccc2)no1)c1ccc(F)cc1,i
C[C@@H]1CN([C@@H](C)CO)C(=O)c2cc(NS(C)(=O)=O)ccc2O[C@@H](C)CCCCO[C@@H]1CN(C)C(=O)Nc1ccccc1,i
C[C@H](CO)N1C[C@H](C)[C@H](CN(C)C(=O)NC2CCCCC2)Oc2ccc(NS(=O)(=O)c3cccs3)cc2C1=O,i
C[C@H]1CN([C@@H](C)CO)C(=O)c2cccc(NC(=O)C3CCOCC3)c2O[C@H]1CN(C)Cc1ccncc1,i
C[C@@H]1CN([C@@H](C)CO)C(=O)c2cc(NC(=O)NC3CCCCC3)ccc2O[C@H]1CN(C)S(=O)(=O)c1ccccc1,i
CC1=CC(=O)C2C(C)(C)CC(O)CC2(C)C1(O)CO (configuration not stated),i
C[C@H](CO)N1C[C@H](C)[C@@H](CN(C)C(=O)Nc2cccc3ccccc23)Oc2ccc(NC(=O)CCC(F)(F)F)cc2CC1=O,i
O=C(CSc1ncccc1C(=O)O)c1cccc([N+](=O)[O-])c1,i
C[C@@H]1CN([C@@H](C)CO)C(=O)Cc2cc(NC(=O)Cn3cnnn3)ccc2O[C@@H]1CN(C)C(=O)Nc1cccc2ccccc12,i

# Seven consecutive entries already listed, for reference:
SMILES,NFkB SMM
CCN(CC)c1ccc(/C=N/NC(=O)c2ccc(O)cc2)cc1,i
C[C@@H]1O[C@@H](OCC2OC(OC3C(OC4C(Oc5c(-c6ccc(O)c(O)c6)oc6cc(O)cc(O)c6c5=O)OC(CO)C(O)C4O)OC(CO)C(O)C3O)C(O)C(O)C2O)[C@H](O)[C@H](O)[C@H]1O (some centres not stated),i
C[C@H]1CN([C@@H](C)CO)C(=O)CCCn2cc(nn2)CO[C@H]1CN(C)C(=O)Cc1ccccc1,i
C[C@@H]1CN([C@H](C)CO)C(=O)Cc2cc(NC(=O)c3ccncc3)ccc2O[C@@H]1CN(C)C(=O)Nc1ccccc1,i
COc1ccc(-c2nc(C(=O)N3CCN(C)CC3)sc2-c2ccc(OC)cc2)cc1,i
O=C1O[C@@H](c2ccccc2)[C@@H](c2ccccc2)N2[C@@H](c3ccc(OCCO)cc3)[C@]3(C(=O)Nc4ccc(C#CCCO)cc43)[C@@H](C(=O)O)[C@H]12,i
COc1ccc(CNc2nc3ccccc3n2C)c(O)c1,i

# (next part)
SMILES,NFkB SMM
Cc1ccccc1-n1nnnc1C(c1ccccc1)N(C)Cc1cccc([N+](=O)[O-])c1 (configuration not stated),i
CCCN(C)C[C@H]1OCc2cnnn2CCCC(=O)N([C@@H](C)CO)C[C@@H]1C,i
COc1ccc(CN(C)C[C@@H]2Oc3c(NS(C)(=O)=O)cccc3C(=O)N([C@@H](C)CO)C[C@@H]2C)cc1,i
CC(C)C(NC=O)C(=O)OCC(O)C(O)C(O)C(O)COC(=O)C(NC=O)C(C)C (configuration not stated),i
C[C@@H]1CN([C@H](C)CO)C(=O)c2cc(NC(=O)Cc3ccccc3)ccc2O[C@@H](C)CCCCO[C@H]1CN(C)C,i
NCCCCCCNC(=O)[C@H]1C[C@H]2C(=O)N[C@@H](Cc3ccccc3)C(=O)N2[C@H]1c1cccc(OCCO)c1,i
Cc1ccc(S(=O)(=O)N(C)C[C@H]2OCCCC[C@@H](C)Oc3ccc(NC(=O)Nc4ccc5c(c4)OCO5)cc3C(=O)N([C@@H](C)CO)C[C@H]2C)cc1,i
Cc1ccccc1NC(=O)COc1ccc(C)c([N+](=O)[O-])c1,i
C[C@H](CO)N1C[C@H](C)[C@@H](CN(C)Cc2ccncc2)Oc2ccc(NC(=O)CCCN(C)C)cc2C1=O,i
COc1ccc(S(=O)(=O)N(C)C[C@@H]2Oc3c(NC(=O)c4nc5ccccc5s4)cccc3C(=O)N([C@H](C)CO)C[C@H]2C)cc1,i
C=C[C@H]1[C@H](O[C@@H]2O[C@H](CO)[C@@H](O)[C@H](O)[C@H]2O)OC=C(C(=O)OC)[C@H]1C[C@@H]1N[C@H](C(=O)O)Cc2c1[nH]c1ccccc21,i
CCc1cccc2c(C#N)cn(CC(=O)NCC3CCCO3)c12 (configuration not stated),i
